CAL PDZ FP-1: inhibitors of human CAL PDZ peptide binding | Q9HD26 | purified CAL PDZ, TMR-peptide fluorescence polarization, 1 h | inhibition, % at 24.9 µM | 0.92% of 300,000 active | AID 602252;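 active means mean inhibition of at least 30% with at least half of replicates also reaching 30%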;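 further: 0% = DMSO neutral control and 100% = excess unlabeled competitor peptide PRC23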
Keap1 Nrf2 FP: disrupts human Keap1 binding to Nrf2 peptide; Keap1 Kelch-Nrf2 peptide fluorescence polarization, 1536-well; inhibition, % at 9.4 µM; AID 504523; 0.15% of 340,000 active; Q14145; in the data active means inhibition above about 12%;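 further: human Keap1 Kelch domain with fluorescein labeled Nrf2 9mer peptide probe; 0% = neutral control wells and 100% = peptide positive control; higher means more block of Keap1 binding to Nrf2 peptide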
Rtt109 Vps75: blocks Candida albicans Rtt109/Vps75 acetyltransferase activity; Q5AAJ8; inhibition, % at 34.9 µM; 0.16% of 330,000 active; purified Rtt109/Vps75, ThioGlo CoA-SH fluorescence, 4 h; AID 540336;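 active means inhibition of at least 50% in every replicate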
Target sequence (Q5AAJ8 whole entry, looked up): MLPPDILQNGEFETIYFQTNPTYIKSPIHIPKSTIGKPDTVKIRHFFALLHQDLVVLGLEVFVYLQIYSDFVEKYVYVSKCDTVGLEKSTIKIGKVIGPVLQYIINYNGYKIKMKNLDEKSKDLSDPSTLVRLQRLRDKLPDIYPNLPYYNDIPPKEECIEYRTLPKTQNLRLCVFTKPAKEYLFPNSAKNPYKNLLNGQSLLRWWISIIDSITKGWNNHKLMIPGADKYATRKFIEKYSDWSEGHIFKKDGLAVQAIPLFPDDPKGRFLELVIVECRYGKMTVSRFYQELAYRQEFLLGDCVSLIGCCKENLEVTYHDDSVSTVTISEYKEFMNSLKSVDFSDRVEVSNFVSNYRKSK
CAL PDZ FP-2: human CAL PDZ-peptide interaction inhibition; Q9HD26; purified CAL PDZ, TMR-peptide fluorescence polarization, 1 h; inhibition, % at 20 µM; 0.02% of 330,000 active; AID 504414;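 active means highest replicate inhibition of at least 40%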;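 further: plate controls were DMSO neutral control wells for no effect and unlabeled competitor peptide control wells for full effect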
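Test system: tagged CAL PDZ domain / Buffer or medium: sodium phosphate/NaCl buffer pH 7.4 with TCEP, IgG, Thesit / Reagent: TMR-labelled reporter peptide T*-PRC34 bound in PDZ groove / Compound dosing: single point, 20 µM / Schedule: 1 h incubation at room temperature before polarization reading / Technique: fluorescence polarization (mP) / Benchmarks: unlabelled peptide, DMSO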
DAGLB inh: blocks human DAGLB lipase activity. inhibition, % at 5.17 µM. 0.059% of 340,000 active. HEK293T DAGLB membrane lysate, EnzChek fluorogenic substrate. Q8NCG7; in the data active means inhibition above about 34%;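 further: 0% = enzyme with vehicle and 100% = wells lacking enzyme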
RTF Ca sens act: increases calcium sensitivity of human cardiac regulated thin filaments. P19429+P45379. IANBD-labeled TnC RTF fluorescence at EC20 calcium; 0% EC20 calcium, 100% full calcium. activation, % at 7.2 µM. 0.24% of 340,000 active. AID 493008;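 active means activation above the mean over all tested compounds plus 3 SD, cut at about 30% in these data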;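 further: rise in fluorescence read as greater calcium sensitivity of cardiac thin filaments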
SR-BI DiI-HDL act: SR-BI HDL lipid transfer activation; activation, % at 12.5 µM; CHO ldlA[mSR-BI] cells, DiI-HDL uptake fluorescence, 3 h; 100 = double the neutral-control signal; AID 504775; 0.096% of 320,000 active;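 active means mean replicate activation of at least 60% and every replicate at or above 60%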;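 further: 0% = median plate neutral-control signal and 100% = twice that signal; values of inactives mirror those of a sister screen read the other way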
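Test system: SR-BI-overexpressing, LDLR-lacking CHO cells. Measured by: DiI fluorescence, bottom read. Medium: Ham's F12 with 0.5% BSA, HEPES 25 mM, pH 7.4. Timing: 3 h uptake period with compound, 37 °C.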
PKA-R2B act: activates the human PKA-R2B holoenzyme complex; PKA-R2B holoenzyme dissociation, Cy5-IP20 fluorescence polarization; R2B truncated from residue 108, S112A mutant; 0% DMSO only, 100% 113 µM cGMP; activation, % at 11.4 µM; 0.079% of 340,000 active; AID 504700;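 active means activation above a cutoff set at the mean over all compounds plus 3 SD, cut at about 18% in these data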;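 further: higher means more holoenzyme dissociation and a rise in polarization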
Target sequence (P31323 whole entry, looked up, other chains not shown, the tested form may be a part): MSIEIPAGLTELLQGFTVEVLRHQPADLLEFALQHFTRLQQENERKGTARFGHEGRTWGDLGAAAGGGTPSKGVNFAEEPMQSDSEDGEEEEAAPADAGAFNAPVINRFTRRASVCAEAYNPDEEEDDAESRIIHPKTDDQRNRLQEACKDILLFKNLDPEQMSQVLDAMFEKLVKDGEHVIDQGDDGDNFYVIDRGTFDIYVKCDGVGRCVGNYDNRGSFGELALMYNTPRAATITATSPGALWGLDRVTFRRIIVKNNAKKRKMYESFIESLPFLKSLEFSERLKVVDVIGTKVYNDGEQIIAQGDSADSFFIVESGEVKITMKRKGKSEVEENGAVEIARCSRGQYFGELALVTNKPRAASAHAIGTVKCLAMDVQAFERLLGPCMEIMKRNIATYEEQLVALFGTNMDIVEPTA
Cardiac RTF inh: cardiac RTF calcium desensitization. P19429+P45379. IANBD-labeled cardiac RTF, Ca2+ fluorescence. inhibition, % at 7.15 µM. 0.12% of 340,000 active;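 active means inhibition above the mean inhibition of all tested compounds plus 3 SD, cut at about 17% in these data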;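 further: assay run at fixed EC70 calcium of 1.6 mM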
LANA DNA inh: blocks KSHV LANA C-terminal domain binding to DNA; MBP-C-LANA/FAM-LBS DNA binding, fluorescence polarization; inhibition, % at 9 µM; 0.078% of 340,000 active; AID 504423;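 active means highest replicate inhibition at or above 60% at 9 µM, even if other replicates fall short; inactive means all replicates below 60% inhibition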;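 further: 0% = neutral control wells and 100% = 4 µM acridine orange control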
An asterisk follows results filed as active; nt = no result given.

SMILES	CAL PDZ FP-1	Keap1 Nrf2 FP	Rtt109 Vps75	CAL PDZ FP-2	DAGLB inh	RTF Ca sens act	SR-BI DiI-HDL act	PKA-R2B act	Cardiac RTF inh	LANA DNA inh
O=[N+]([O-])c1ccc2ncnc(N3CCN(Cc4ccc5c(c4)OCO5)CC3)c2c1	-2	-4	0	-0.9	-2	3	-20	-5	0	1.1
C[C@H]1CN([C@@H](C)CO)C(=O)Cc2cc(NC(=O)Cc3ccccc3)ccc2O[C@H]1CN(C)S(=O)(=O)c1cccs1	1	0	9	-0.5	-5	1	1	1	7	0.2
O=C(NC1CCCC1)C(c1ccccc1)N(Cc1ccc(F)cc1)C(=O)c1csnn1 (stereo not drawn)	-6	-7	9	-2.0	-5	-5	nt	-1	-22	0.6
Cn1c(CC(=O)Nc2ccccc2C(F)(F)F)c(Sc2ccccc2)c2ccccc21	-2	4	-6	-1.5	-3	-20	-20	2	0	2.2
Cc1cn([C@@H](CCCCN)C(=O)NCCCCCCCCCCC(=O)N2CCNCC2)nn1	2	-4	9	-0.2	0	-2	7	-3	1	0.1
CC(C)CCn1cnc2c(sc3nc4c(cc32)CSC(C)(C)C4)c1=O	-3	-4	14	0.4	-1	2	32	-3	-28	-0.1
COC(=O)c1[nH]c2ccc(C)cc2c1NC(=O)CCN1CCN(Cc2ccc3c(c2)OCO3)CC1	nt	-6	3	-2.1	3	-1	3	3	-9	-2.7
COc1ccc(/C=C(\C#N)C(=O)N=CN(C)C)cc1	2	-4	10	0.2	1	4	-3	-2	-2	1.3
Cc1cc2cc(CNC(=O)C(C)Oc3ccccc3)ccc2n1C (stereo not drawn)	-5	6	25	-2.8	4	0	nt	3	-21	2.9
CCCCS(=O)CC(COc1ccc(Cl)cc1)OC(=O)c1ccccc1 (stereo not drawn)	3	-4	-8	nt	-3	4	-8	-12	-4	0.1
CC(C)(C)C(=O)CSc1nnc(-c2cccs2)n1CC1CCCO1 (stereo not drawn)	-4	1	-1	0.1	-1	0	0	1	-4	-0.1
COC(=O)c1cc(Br)c(=O)n(CCN2CCCC2)c1	-4	-7	-5	-2.5	-1	-7	-3	-15	-17	-0.2
CC(C)[C@H](NC(=O)Nc1cccc(C(F)(F)F)c1)C(=O)O	0	-4	11	0.1	-1	3	nt	-3	0	2.0
CC(C)(C)OC(=O)C(C(=O)OC(C)(C)C)c1ccc(Cl)nn1	4	1	-6	-0.2	2	-2	-13	-5	7	-0.3
CC1(C)OC(=O)N(c2cccnc2)C1(C)O (stereo not drawn)	-1	-1	-3	-0.2	0	-1	5	4	0	-5.6
Cc1oc(C(C)(C)C)cc1C(=O)N1CCCC1C(=O)O (stereo not drawn)	-3	-3	9	-2.0	-1	4	nt	1	0	11
CCOC(=O)/C(=N\Nc1ccccc1)P(=O)(c1ccccc1)c1ccccc1	-3	-5	nt	-0.9	0	2	-3	-5	2	-0.7
N#Cc1ccccc1OCC(=O)Nc1cccc(S(=O)(=O)N2CCCCCC2)c1	nt	-6	7	-2.9	-2	1	-27	-1	8	0.5
COC1(OC)N=C(NC(=O)Nc2ccccc2)C2(C#N)C(c3ccccc3)C12C#N (stereo not drawn)	0	-5	2	-0.2	0	-4	20	3	-5	0.8
CCn1c(SCC(=O)N/N=C/c2ccccc2OCC(=O)O)nnc1-c1ccc(C)cc1	4	0	-6	-1.9	1	-2	-9	0	-4	0.0
COc1cc(OC)c2ccc(=O)oc2c1C(CCN1CCCC(C)C1)c1ccc(N(C)C)cc1 (stereo not drawn)	-2	-3	-12	-0.1	-1	-2	9	-9	-9	1.4
NC(=O)[C@@H]1CCCN1C(=O)c1ccc2nc(Cc3cccc(Cl)c3)oc2c1	0	6	-5	-1.2	-1	2	19	-7	5	0.8
COc1nc(N2CCOCC2)nc(C)c1[N+](=O)[O-]	-3	-5	10	-3.8	2	3	26	-5	-1	-0.6
CCOc1ccc(S(=O)(=O)N2CCC(C(=O)Nc3ccc(C)c(S(=O)(=O)N4CCOCC4)c3)CC2)cc1	-5	4	16	-0.8	-1	0	-32	2	-7	-0.5
COc1ccc([C@@H]2[C@@H]3C(=O)N(C(C)(C)C)C(=O)[C@@H]3[C@]3(C)C(=O)N(c4ccc(C)cc4)C(=O)N23)cc1	0	-3	2	0.9	-2	1	16	2	-2	2.1
COC(=O)c1ccc(-c2cc(C(=O)O)c3cc4c(cc3n2)OCCO4)cc1	-10	-2	-89	-7.7	0	3	-3	0	-1	1.9
CC(CC(=O)c1ccc(F)cc1)N1CCN(c2ccccc2)CC1 (stereo not drawn)	1	-3	-2	0.2	-5	-3	11	-8	-13	-7.5
COc1ccc(NC(=O)CN2CCN(Cc3ccc4c(c3)OCO4)CC2)cc1OC	-2	-6	2	0.1	0	-3	12	0	-2	-0.7
Cc1cccnc1NC(=O)c1ccc(Cl)c(S(=O)(=O)N2CCCC2)c1	-3	0	3	-0.4	-2	-2	27	-3	2	0.9
Cc1ccc(S(=O)(=O)N[C@H](C(=O)N2CCC(C(=O)N[C@@H](CCC(N)=O)C(=O)O)CC2)C(C)C)cc1	1	-2	-8	0.0	0	-3	3	3	4	-0.7
COc1cc(SC)ccc1C(=O)N(C)CC(=O)Nc1cccc2ccccc12	-2	-5	7	-0.7	-2	1	-39	0	-6	-1.4
Cc1ccc(OC(=O)C2c3ccccc3Oc3ccccc32)cc1C	-3	4	-3	-1.9	-12	-4	-5	-5	-18	-0.8
O=C(NCc1ccco1)Nc1cccs1	13	0	7	-0.4	2	2	-8	-6	-10	-0.9
Cc1cccc(C)c1NC(=O)COc1cccc(/C=N/NC(=O)C(=O)NCc2ccccc2)c1	-3	-5	-11	0.1	-2	1	-2	-2	-5	1.1
CCc1cccc(NC(=O)C2CCN(S(=O)(=O)c3ccc4c(c3)NC(=O)CO4)CC2)c1	-6	2	19	-1.2	-2	-5	-9	0	1	-1.7
Cc1cc(NCc2ccccn2)n2ncc(-c3ccccc3)c2n1	nt	-8	-5	0.2	-5	12	-31	-6	3	-0.5
O=C(NC1CCCC1)C(c1ccsc1)N(Cc1ccccc1)C(=O)Cc1cccs1 (stereo not drawn)	-1	4	-5	-5.1	-4	3	-30	-6	-1	-2.4
CCS(=O)(=O)c1ccc2oc(SCC(=O)NCCc3ccc(OC)cc3)nc2c1	-4	-3	-7	-2.0	0	-2	-9	-2	6	-0.9
Cc1ccc2c(c1)NC(=O)C(CC(=O)NCCCN1CCc3ccccc3C1)O2 (stereo not drawn)	nt	0	24	-0.8	0	-5	-17	-1	-4	1.5
CC(C)NC(=S)N1CCN(C/C=C/c2ccccc2)CC1	-3	-8	-3	-3.1	-2	2	-17	3	-9	-0.2
c1ccc(COc2ccc(CNCc3cccs3)cc2)cc1	4	-1	1	-0.3	-7	-1	nt	-6	0	0.1
O=C(Nc1ncc(Cc2ccc(SC(F)F)cc2)s1)c1ccccc1	0	-7	-7	-0.1	0	-1	3	-10	-8	-0.1
O=C(c1ccc(S(=O)(=O)N2CCOCC2)cc1)N1CCN(c2ccccn2)CC1	nt	-1	3	-2.3	1	-5	6	-2	-2	0.3
Cc1ccc(-c2csc(N3CCN(c4ccc5nc(-c6ccncc6)n(CCN6CCCCC6)c5c4)CC3)n2)cc1	1	-7	2	-1.3	-2	5	-70	3	-7	-0.4
O=C(CN1CCc2ccccc21)NCc1ccc2c(c1)OCO2	-2	3	nt	-2.2	-2	-3	8	-9	-7	-0.7
NC(=S)N/N=C\c1ccc(-c2cccc(Cl)c2Cl)o1	0	4	-3	-1.1	3	4	-79	8	-3	2.3
COc1ccc(S(=O)(=O)NCc2ccccn2)cc1NC(=O)c1ccccc1F	-2	-5	9	-4.2	0	9	nt	-7	2	-0.3
Cc1ccccc1NC(=O)CC1SC(=Nc2ccc(O)cc2)NC1=O (stereo not drawn)	2	-3	-17	-1.4	5	-3	-6	2	-13	0.9
N#CCC(=O)Nc1ccc(C(=O)OCC(=O)NCc2ccc3c(c2)OCO3)cc1	-1	-9	-2	-0.7	-1	-2	3	-3	-1	-0.2
CC(OC(=O)CC1CCCCC1)C(=O)Nc1cccc(C#N)c1 (stereo not drawn)	-4	-2	14	1.7	-2	2	26	-4	1	0.5
C=COC(=O)CSc1nc(-c2cccs2)ccc1C#N	-5	-9	-1	-3.1	0	-1	7	-7	-2	-3.6
CC(C)(C)NC(=O)Cn1c(Cl)nc2ccccc21	69*	0	-3	0.7	0	-3	22	2	3	-0.7
CC1(C2CC2)NC(=O)N(CC(=O)N2CCN(c3cccc(C(F)(F)F)c3)CC2)C1=O (stereo not drawn)	-1	0	3	-0.5	-4	3	-37	-9	-2	1.7
CC(=O)Nc1ccc(NC(=O)[C@@H](NC(=O)c2cccc(C)c2)C(C)C)cc1	4	-2	27	-1.1	-3	-1	1	-3	0	20
CC1(C)C=Cc2c(c3c(c4c(=O)c(-c5ccc(O)cc5)coc24)OC(C)(C)CC3)O1	1	2	6	-0.4	1	4	-29	-28	-4	0.1
O=C(NN=Cc1ccccc1Cl)c1cccc2ccccc12	-4	2	-1	0.0	0	-4	-36	-16	2	1.4
Cc1ccccc1-n1nc(C(=O)c2cccs2)cc(-c2nc3ccccc3[nH]2)c1=N	nt	-4	8	-3.6	2	-2	-31	-16	4	15
Cc1ccc(N/N=C(\C#N)C(=N)N2CCCCCC2)cc1	30*	0	2	0.8	3	3	-12	-11	5	-0.2
O=C(O)/C=C/c1ccc([N+](=O)[O-])o1	1	0	-2	1.2	2	-2	25	1	-1	9.4
CON(C)C(=O)CCN(Cc1ccccc1)C(=O)OC(C)(C)C	-6	-4	-4	-0.3	1	15	19	8	-3	0.7
Cc1csc2ncc(C(=O)N3CCCc4ccccc43)c(=O)n12	1	-3	-1	-0.3	1	3	-16	-8	-8	1.3
CCOC(=O)c1c(-c2ccc(OC)cc2)oc2ccc(OCC(N)=O)cc12	-4	-1	4	1.6	-1	3	-22	2	-9	0.5

Shown as a markdown table: part of the list above
| SMILES | CAL PDZ FP-1 | Keap1 Nrf2 FP | Rtt109 Vps75 | CAL PDZ FP-2 | DAGLB inh | RTF Ca sens act | SR-BI DiI-HDL act | PKA-R2B act | Cardiac RTF inh | LANA DNA inh |
| --- | --- | --- | --- | --- | --- | --- | --- | --- | --- | --- |
| N#CCC(=O)Nc1ccc(C(=O)OCC(=O)NCc2ccc3c(c2)OCO3)cc1 | -1 | -9 | -2 | -0.7 | -1 | -2 | 3 | -3 | -1 | -0.2 |
| CC(OC(=O)CC1CCCCC1)C(=O)Nc1cccc(C#N)c1 (stereo not drawn) | -4 | -2 | 14 | 1.7 | -2 | 2 | 26 | -4 | 1 | 0.5 |
| C=COC(=O)CSc1nc(-c2cccs2)ccc1C#N | -5 | -9 | -1 | -3.1 | 0 | -1 | 7 | -7 | -2 | -3.6 |

Bioassay records as filed in PubChem BioAssay.
